# GLD-1 TGE inh: GLD-1-TGE RNA interaction inhibition (C. elegans); inhibition, % at 5.96 µM; hit rate 0.44% among 320,000; purified GLD-1 + fluorescein TGE RNA, fluorescence polarization; AID 2280;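 active means percent inhibition above a per-plate cutoff, the plate mean of test compounds plus 3 SD, cut at about 30% in these data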;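 further: 0% = DMSO wells with GLD-1 and probe and 100% = wells lacking GLD-1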
# Target sequence (Q17339 whole entry, looked up): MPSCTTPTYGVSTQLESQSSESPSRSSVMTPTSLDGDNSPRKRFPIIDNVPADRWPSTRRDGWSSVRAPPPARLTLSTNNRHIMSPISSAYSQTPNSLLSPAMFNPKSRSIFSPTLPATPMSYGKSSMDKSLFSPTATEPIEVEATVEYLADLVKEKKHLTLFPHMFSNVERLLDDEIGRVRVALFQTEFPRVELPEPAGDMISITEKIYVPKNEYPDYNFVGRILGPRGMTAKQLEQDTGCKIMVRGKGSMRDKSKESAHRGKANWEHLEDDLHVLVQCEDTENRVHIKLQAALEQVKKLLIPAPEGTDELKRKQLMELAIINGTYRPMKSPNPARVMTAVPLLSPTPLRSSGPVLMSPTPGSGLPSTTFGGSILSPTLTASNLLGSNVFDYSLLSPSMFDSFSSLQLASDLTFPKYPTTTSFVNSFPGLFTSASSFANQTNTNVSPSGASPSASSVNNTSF
# AHR activator: human AHR activation | P35869 | AHR-responsive luciferase reporter cells, luminescence | activation, % at 5 µM | hit rate 2.5% among 320,000 | AID 2796; in the data active means activation above about 47%;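 further: 0% = vehicle wells and 100% = reference agonist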
# pPAFAH inh: pPAFAH (human) enzyme inhibition; recombinant pPAFAH, FP-rhodamine probe fluorescence polarization; hit rate 1.5% among 330,000; Q13093; AID 463082; inhibition, % at 3.39 µM;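 active means inhibition above the mean inhibition across the screen plus 3 SD, cut at about 25% in these data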;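 further: inhibitors block binding of the rhodamine activity-based probe so polarization drops; 0% = enzyme with DMSO and 100% = wells lacking pPAFAH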
# PAFAH1B2 FP inh: blocks human PAF acetylhydrolase 1b catalytic subunit 2; recombinant PAFAH1B2, FP-rhodamine activity probe, fluorescence polarization; inhibition, % at 3.39 µM; hit rate 1.2% among 340,000; P68402; AID 492953;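 active means inhibition above the mean of all tested compounds plus 3 SD, cut at about 24% in these data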;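 further: 0% = enzyme with DMSO and 100% = wells lacking PAFAH1B2; many of its hits are not listed in these tables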
# BCLXL inh: blocks human Bcl-xL binding to Bim BH3 peptide; Q07817; GST-Bcl-xL / FITC-Bim BH3 peptide fluorescence polarization; inhibition, % at 10.9 µM; hit rate 0.7% among 320,000; AID 2129;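 active means inhibition above the mean of all tested compounds plus 3 SD, cutoff set per campaign, cut at about 30% in these data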;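 further: 0% = DMSO wells and 100% = unlabeled Bim-BH3 peptide competitor; inhibitors lower millipolarization by displacing the labeled peptide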
# MCL1 BIM primary: disrupts human MCL1 binding to BIM-BH3 peptide; Q07820; GST-MCL1 / FITC-Bim-BH3 fluorescence polarization; inhibition, % at 10.9 µM; hit rate 0.68% among 320,000;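 active means inhibition above the mean inhibition of all tested compounds plus 3 SD, set per campaign, cut at about 40% in these data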;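 further: 0% = DMSO wells and 100% = unlabeled Bim-BH3 peptide control; higher means more loss of mP so more displacement of Bim peptide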
# PME-1 inh: blocks human protein phosphatase methylesterase 1 | inhibition, % at 5.9 µM | recombinant PME-1, FP-Rh probe fluorescence polarization | hit rate 0.53% among 320,000;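 active means inhibition above the campaign mean of all compounds plus 3 SD, cut at about 26% in these data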;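 further: competitive labeling of PME-1 active site by serine hydrolase directed probe; 0% = PME-1 with DMSO and 100% = wells lacking PME-1 enzyme; inhibitors block probe labeling so polarization falls and inhibition rises; many of its hits are not listed in these tables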
# Fam108B inh: counter-screen for RBBP9 inhibitors: inhibitors of mouse Fam108B. recombinant Fam108B, FP-Rh probe fluorescence polarization. inhibition, % at 9.51 µM. hit rate 0.33% among 300,000;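 active means inhibition above the screen mean inhibition plus 3 SD, computed separately per campaign, cut at about 18% in these data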;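 further: inhibitors lower polarization as less probe binds the enzyme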
# MEX-5 binding: C. elegans MEX-5 TCR-2 RNA binding activity | Q9XUB2 | activity score (negative = inhibition of binding), % at 10 µM | MEX-5/FITC-TCR2 RNA binding, fluorescence polarization; active compounds read low | hit rate 0.38% among 300,000;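 active means inhibition past about -25% in most replicates, and total fluorescence under double the plate's negative control median, limit read from the data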;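 further: 0% = DMSO and -100% = 5 µM competing unlabeled TCR2 RNA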
# Target sequence (Q9XUB2 whole entry, looked up): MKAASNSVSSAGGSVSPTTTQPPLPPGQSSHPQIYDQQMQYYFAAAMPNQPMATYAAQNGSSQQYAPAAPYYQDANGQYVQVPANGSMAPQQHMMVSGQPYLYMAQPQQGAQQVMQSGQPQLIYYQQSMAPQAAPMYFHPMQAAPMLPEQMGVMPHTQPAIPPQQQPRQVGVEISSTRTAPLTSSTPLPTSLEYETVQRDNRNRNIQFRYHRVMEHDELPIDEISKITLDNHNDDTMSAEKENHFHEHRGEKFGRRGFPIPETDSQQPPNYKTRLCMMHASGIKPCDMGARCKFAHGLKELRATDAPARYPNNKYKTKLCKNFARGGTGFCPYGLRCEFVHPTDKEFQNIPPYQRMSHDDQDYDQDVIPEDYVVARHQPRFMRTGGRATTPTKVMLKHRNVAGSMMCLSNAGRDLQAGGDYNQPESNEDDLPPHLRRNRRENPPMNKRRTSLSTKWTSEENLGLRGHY
# An asterisk follows results filed as active; . = not tested or not shown.
SMILES,GLD-1 TGE inh,AHR activator,pPAFAH inh,PAFAH1B2 FP inh,BCLXL inh,MCL1 BIM primary,PME-1 inh,Fam108B inh,MEX-5 binding
CCC(CC)C(=O)NCCc1cc2ccc(OC)cc2[nH]c1=O,-0.4,2.2,-6.7,-2.6,4.9,1.8,3.0,-4.6,.
CCN(CC(=O)Nc1ccccc1C(F)(F)F)C(=O)c1oc2c(Cl)cccc2c1C,5.7,6.4,4.5,3.7,-1.8,3.0,10.7,2.4,-2.5
COc1ccccc1C1CCN(Cc2cccc3ccccc23)CC1,3.2,0.2,0.9,8.5,1.1,-2.1,-0.2,-3.5,-0.2
CC(=O)N1CCOc2ccc(S(=O)(=O)N3CCC(C)CC3)cc21,4.1,9.3,3.8,8.4,-0.5,-3.8,-1.5,-2.4,1.9
O=C(Nc1ccc(S(=O)(=O)N2CCc3ccccc32)cc1)c1ccco1,8.0,14.2,3.3,4.4,4.2,2.2,-7.7,-8.2,-4.8
O=C1N(Cc2cccc(Cl)c2)C[C@@H]2C[C@@H](c3cccn3-c3nccs3)N3CCC[C@@]123,10.1,1.7,8.7,3.9,1.0,1.8,-7.3,0.3,0.2
O=C(Nc1ccccc1Cl)c1cc2ccccc2o/c1=N\O,9.1,76.1*,-2.7,2.7,-9.0,-5.1,4.2,-3.9,-1.0
Cc1ccc(Cn2c([N+](=O)[O-])cnc2C)cc1,1.7,-2.1,3.7,2.0,-0.8,2.3,-3.9,-0.1,0.4
O=[N+]([O-])c1ccc(O)c2cccnc12,13.3,10.1,0.1,1.9,43.9*,47.8*,7.4,-4.8,-4.2
CCN(CC)S(=O)(=O)c1cc(C(=O)O)c(Cl)cc1Cl,5.8,3.3,-1.8,5.4,0.1,-5.1,-2.5,0.0,-0.9
O=C(/C=C/c1cccc(F)c1)N1CCc2ccccc21,-7.2,26.3,5.2,2.0,-1.6,-0.8,-0.2,0.8,-4.7
Fc1ccc(-c2cc(C(F)(F)F)nc(-n3cncn3)n2)cc1,5.1,-0.4,4.8,-0.6,1.9,6.3,3.1,2.4,0.3
COc1ccc(NC(=O)C2CCN(S(=O)(=O)c3c(C)noc3/C=C/N(C)C)CC2)cc1,-20.6,-2.9,-3.0,2.0,-23.7,-34.2,12.8,-2.6,-3.9
CC(Oc1ccc(Cl)cc1Cl)c1nc(-c2ccc(NC(=O)c3ccco3)cc2)no1 (stereo unspecified),-2.1,-0.3,-16.1,-12.0,-2.5,-1.4,-64.4,-37.0,2.3
O=C(CSc1ncnc2ccccc12)Nc1cccc(S(=O)(=O)N2CCCC2)c1,8.5,30.3,-7.9,.,3.5,-3.7,-0.9,-2.2,-3.4
CCOc1ccc(NC(=O)CN(C)S(=O)(=O)c2ccc3c(c2)CCC(=O)N3)cc1,-4.5,0.9,7.0,1.6,-0.9,-1.3,4.2,-1.9,-0.2
O=C(Nc1ccccn1)c1ccc2nc(-c3ccccc3)c(-c3ccccc3)nc2c1,-0.8,2.1,8.4,.,0.7,-1.6,-2.7,-3.6,-0.5
CCCn1c(C(O)c2ccc3c(c2)OCO3)nc2ccccc21 (stereo unspecified),-7.9,-1.0,2.9,7.4,1.9,0.5,0.7,-0.8,-1.5
Cc1ccc(C)c(C(=O)C(C)OC(=O)c2cccn2C)c1 (stereo unspecified),7.3,7.0,1.5,3.1,4.5,-4.0,5.2,0.5,0.6
COc1cc(OC)cc(-c2cc(N)n(S(=O)(=O)Cc3ccccc3)n2)c1,5.4,62.9*,18.8,4.5,1.6,4.3,2.9,0.9,-0.5
COCCn1c(Cc2cccn2C)nnc1SCC(=O)Nc1nccs1,2.3,-0.6,1.6,-1.8,0.8,6.8,0.8,-2.7,2.4
CN1C(=O)C(=C2CCCCCC2)SC1=S,4.4,2.3,2.9,5.5,-2.1,9.1,1.3,-1.1,4.1
Cc1onc(-c2c(F)cccc2Cl)c1C(=O)OCC(=O)NC(=O)NCC(C)C,4.4,8.7,3.8,2.6,1.4,0.1,3.5,2.0,0.9
COc1cccc(/C=C/C(=O)OCC(=O)c2ccccc2)c1OC,-0.3,-0.1,8.8,6.8,.,.,.,.,.
COc1ccc(C2CC(c3cccs3)=NN2C(=O)CSc2nncn2C)cc1OC (stereo unspecified),-2.8,3.3,2.4,-4.7,-3.5,-0.1,-0.3,2.3,-0.7
CC1(C)Oc2ccc3ccc(=O)oc3c2CC1O (stereo unspecified),-3.1,-0.4,4.1,-2.9,-1.6,-6.5,-2.1,2.0,-1.6
Cc1[nH]c(=O)[nH]c(=O)c1/C=N/NC(=O)[C@H](CC(C)C)NC(=O)OC(C)(C)C,-2.4,1.4,8.2,4.3,-0.1,3.1,-1.9,-0.3,-0.3
O=C(OCC(=O)N1CCCCCC1)c1cccs1,-6.4,1.5,-5.3,-0.2,-0.7,3.0,-5.5,-2.9,-0.4
O=C(COC(=O)CCC(=O)Nc1nccs1)NCc1ccco1,8.2,-2.0,-1.3,2.1,4.5,1.1,4.2,2.9,2.0
COc1ccc(F)c(C2C(C#N)=C(N)Oc3n[nH]c(C(C)(C)C)c32)c1 (stereo unspecified),1.8,-0.1,-1.4,2.8,0.3,5.9,5.4,-3.6,-0.3
COc1ccc(-n2c(=O)c3ccccc3n(CC(=O)Nc3ccccc3OC)c2=O)cc1,1.3,0.2,0.8,4.0,2.4,0.7,-5.7,4.9,1.4
COC(=O)N/N=C1\CCCc2c(C)cc(C)cc21,7.4,6.7,3.3,3.8,2.1,4.8,-3.6,-0.5,0.4
O=C(c1ccco1)N1CCN(CCOc2ccccc2)CC1,-2.1,-2.2,2.3,1.9,6.7,5.1,-3.1,2.3,-1.3
COC(=O)c1c(C(=O)c2ccc(Br)cc2)n(C)c2ccccc12,-3.1,12.7,-8.6,-3.4,6.3,6.1,3.5,.,.
COc1ccc(NC(=O)CCCNS(=O)(=O)c2cccs2)cc1,3.6,2.9,2.5,5.5,5.3,0.4,-0.7,-0.2,-1.9
NC(=O)C[n+]1cccc(/C=N/O)c1,8.6,3.7,0.9,7.1,9.3,18.0,3.5,0.8,1.8
Cc1ccc(C2=CC(c3ccccc3)n3ncnc3N2)c(C)c1 (stereo unspecified),7.3,8.0,4.4,-1.0,0.7,2.5,-0.6,3.4,-0.2
FC(F)(F)c1cccc(N2CCN(Cc3ccoc3)CC2)c1,5.7,-2.1,6.2,-1.1,3.1,6.9,5.5,3.3,1.0
COc1ccc(-c2ccc(SCC(=O)N3c4ccccc4CC3C)nn2)cc1OC (stereo unspecified),5.0,5.6,1.0,2.5,4.5,0.1,-2.2,-6.3,2.5
Cc1ccc(C)c(S(=O)(=O)N2CCN(C(=O)CN3C(=O)NC(C)(C)C3=O)CC2)c1,6.0,-1.4,0.3,4.2,-14.0,-21.3,0.7,.,.
COc1ccc(C(=O)OCC(=O)N2CCc3ccccc32)cc1S(=O)(=O)N1CCOCC1,2.0,4.3,-2.0,4.5,.,.,.,.,.
CCC(C)(C)n1nnnc1C(c1ccc(C)cc1)N1CCN(C(=O)c2ccco2)CC1 (stereo unspecified),3.2,7.5,5.9,-1.2,0.1,-6.2,7.0,-1.7,-0.1
O=[N+]([O-])c1cccc(C2=NCCC(c3ccccc3)O2)c1 (stereo unspecified),2.6,12.1,-4.2,-5.3,3.9,10.9,-11.7,-2.2,1.3
CCN(Cc1ccccc1)C(=S)Nc1cc(C(=O)OC)ccc1C(=O)OC,3.1,4.3,-1.6,2.5,-0.2,5.4,2.8,-2.9,1.8
COc1ccc(Cn2c(=N)c(C(=O)NCC3CCCO3)cc3c(=O)n4ccccc4nc32)cc1 (stereo unspecified),-12.9,0.4,-5.4,2.9,5.8,1.4,0.5,1.8,-11.9
O=C(O)CCCn1ccc2cc(S(=O)(=O)N3CCCC3)ccc21,6.2,0.2,7.9,7.1,4.8,-0.2,2.2,0.7,-2.3
NC(=O)CC(NC(=O)Cc1cccc2ccccc12)c1ccc(NCCN2CCCC2)c([N+](=O)[O-])c1 (stereo unspecified),6.4,-0.1,5.5,3.9,-0.1,-5.4,0.5,1.4,-0.8
COc1cccc(NC(=O)CN(C)C(=O)Cc2ccc3c(c2)CCC3)c1,3.6,3.4,-1.9,5.1,-1.0,5.3,3.2,.,.
CSc1nc(N2CCOCC2)c2c(c1C#N)CCCCC2,0.4,-1.5,1.3,4.0,-2.2,-2.5,13.0,3.4,-4.1
Cc1noc2ncnc(Sc3ccc(Br)cc3)c12,-0.3,0.0,5.3,2.9,11.3,2.0,-3.8,3.1,-0.3

# Going on with the list:
SMILES,GLD-1 TGE inh,AHR activator,pPAFAH inh,PAFAH1B2 FP inh,BCLXL inh,MCL1 BIM primary,PME-1 inh,Fam108B inh,MEX-5 binding
Cc1ccc(CNC(=O)C2CCCN2C(=O)Nc2ccc(C)cc2)cc1 (stereo unspecified),7.7,-1.8,-3.1,0.1,-1.7,-7.0,-0.6,-2.3,-0.1
CCn1ncc(Br)c1C(=O)N(C)C12CC3CC(CC(C3)C1)C2,8.6,-1.9,1.0,9.9,3.6,-6.4,-1.9,6.3,1.5
CC(C)c1c(C(=O)N/N=C/c2cccc(OCc3ccc(F)cc3)c2)nnn1-c1nonc1N,-0.6,-2.1,-1.1,-17.9,1.8,1.3,-59.7,-37.7,-1.3
O=C(COc1ccc(Br)cc1)Nc1ccc(Cc2ccncc2)cc1,2.1,-1.7,5.0,-1.0,10.6,7.9,-16.8,-0.7,1.9
CCc1c(C#N)c(SCCC(=O)Nc2ccc(OC)cc2)nc2c1C(=O)CC(C)(C)C2,-1.9,-3.1,0.2,-3.5,-0.7,-3.8,5.6,-0.1,0.5
CCOC(=O)c1ccc(NC(=O)Cn2c(C)nc3c(sc(=S)n3CC)c2=O)cc1,2.9,1.5,0.9,5.3,1.7,8.1,1.0,-0.4,-1.7
COC(=O)/C(=C1/Oc2cc(C)oc(=O)c2S1)C(F)(F)F,-3.5,-1.7,-0.9,0.1,-3.8,5.8,1.1,-0.1,1.8
COc1ccc(C(=O)NCC(c2cccs2)N2CCc3ccccc32)cc1OC (stereo unspecified),2.8,15.1,10.6,-0.1,5.6,3.2,2.3,-1.2,0.5
COc1ccc(C)cc1Nc1n[n+](-c2ccccc2)c(-c2ccc(SC)cc2)s1,8.3,72.7*,10.0,-2.3,-2.8,-7.4,-2.2,0.7,-0.4
Cc1ccc(CNC(=O)c2ccccc2NS(=O)(=O)c2ccc(Cl)nc2)cc1,-5.0,0.6,5.3,23.9,3.8,3.1,1.5,-0.4,2.4
COc1ccc(NC(=O)CSc2nnc(CN3CCOCC3)n2C)cc1Cl,2.6,1.6,-2.7,5.5,5.3,6.6,5.6,4.3,-1.4
CC1Cc2cc(S(=O)(=O)CCC(=O)N3CCN(c4ccccc4)CC3)ccc2N1C(=O)C1CC1 (stereo unspecified),2.1,0.3,-1.6,-6.8,0.6,5.6,6.1,1.4,1.4
O=C(O)CCCCCNS(=O)(=O)c1cccc2nsnc12,2.0,1.3,5.7,0.2,-3.3,-9.8,-6.3,1.0,-0.2
Cc1cccn2c(=O)c(/C=C(\C#N)C(=O)NCc3ccco3)c(N3CCOCC3)nc12,-0.3,2.5,-3.5,.,3.2,14.8,0.5,-0.5,-2.7
O=C(N/N=C/c1c[nH]c2ccccc12)C1CC1(c1ccccc1)c1ccccc1 (stereo unspecified),3.7,20.2,8.8,3.5,1.7,2.0,30.7*,12.4,-2.7
C=CCn1nc(-c2ccccc2)cc1C(=O)OCC,4.8,5.1,0.7,-0.6,-2.0,6.5,-1.2,-3.9,2.1

# Compound activity as filed in PubChem.

# These rows are one share of the data. The share of hits here may be higher or lower than overall.
